MITF TRPM1 inh = reduces MITF-dependent TRPM1 promoter luciferase signal; 330,000 compounds, 0.83% hits; SK-MEL-5 TRPM1 promoter luciferase, 24 h; inhibition, % at 12.5 µM; AID 488899;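 active = mean inhibition across replicates of 60% or more, whatever share of single replicates reaches that level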; note: values of inactives mirror those of a sister screen read the other way
NR2E3 ag-1 = activates human photoreceptor nuclear receptor NR2E3 | GST-NR2E3/biotin-RetCOR TR-FRET, 1536-well | inhibition of corepressor binding, % at 4.78 µM | 320,000 compounds, 0.12% hits | AID 2300;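 active = percent inhibition above the cutoff of mean plus 3 SD of all tested compounds, set per screening campaign, cut at about 20% in these data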;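 note: 0% = DMSO wells and 100% = biotin wells as full block of FRET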
Target sequence (Q9Y5X4 whole entry, looked up): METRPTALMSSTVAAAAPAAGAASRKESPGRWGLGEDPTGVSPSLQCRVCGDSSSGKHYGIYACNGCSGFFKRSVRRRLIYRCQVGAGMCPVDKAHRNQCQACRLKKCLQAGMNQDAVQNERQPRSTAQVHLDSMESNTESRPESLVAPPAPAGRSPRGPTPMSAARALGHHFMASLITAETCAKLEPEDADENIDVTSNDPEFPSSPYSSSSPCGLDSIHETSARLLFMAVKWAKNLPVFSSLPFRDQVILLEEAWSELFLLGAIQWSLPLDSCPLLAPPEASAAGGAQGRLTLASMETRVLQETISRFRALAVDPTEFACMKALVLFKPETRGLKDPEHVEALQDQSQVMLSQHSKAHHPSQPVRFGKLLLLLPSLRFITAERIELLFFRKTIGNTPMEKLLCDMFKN
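Format: 1536-well format; test system: GST-NR2E3 and biotin-RetCOR proteins; read-out basis: percent inhibition of TR-FRET ratio; timing: 5 h incubation at 4 °C; detection: time-resolved FRET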
CF NFkB inh = cystic fibrosis NF-kB activation inhibition; KKLEB NF-kB-GFP reporter, PAF-induced, GFP fluorescence overnight; inhibition, % at 5 µM; 360,000 compounds, 0.86% hits;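 active = at least 50% inhibition at 5 µM, scaled per plate between neutral and stimulator controls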;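 note: PAF is a Pseudomonas aeruginosa culture filtrate used as stimulus; plate controls were PAF-stimulated DMSO wells for no effect and unstimulated DMSO wells for full effect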
KKLEB tox = reduces viability of KKLEB cystic fibrosis airway cells; KKLEB CF airway cells viability, ATPlite luminescence, overnight; hits give low values; cells stimulated with P. aeruginosa culture filtrate; activity change (cytotoxicity), % at 5 µM; AID 602141; 360,000 compounds, 0.36% hits;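 active = corrected activity change at or below -50% at 5 µM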
NR2E3 ag-2 = human photoreceptor-specific nuclear receptor agonism; Q9Y5X4; CHO-S Gal4-NCOR/VP16-NR2E3 two-hybrid, luciferase; inhibition of corepressor binding, % at 3.98 µM; 360,000 compounds, 0.35% hits; AID 602229;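 active = inhibition above the mean of all tested compounds plus 3 SD, cut at about 70% in these data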;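 note: 0% = DMSO with NR2E3 transfected cells and 100% = cells lacking NR2E3 construct; higher means lower luciferase signal from less NR2E3 corepressor binding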
EBV LMP1 NFkB = inhibitors of Epstein-Barr LMP1-induced NF-kappaB reporter. LMP1-induced NF-kappaB luciferase reporter cells, luminescence. inhibition, % at 12.5 µM. 350,000 compounds, 0.69% hits. AID 504558; in the data active = inhibition above about 41%;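 note: 0% = neutral control wells and 100% = reference inhibitor control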
C8 TRAIL sens = caspase-8 TRAIL sensitization; NB7+C8 cells + TRAIL, ATPlite viability luminescence; inhibition (viability loss, TRAIL sensitization), % at 10 µM; 360,000 compounds, 1% hits;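 active = compounds causing at least 50% loss of cell viability in the single-dose screen, relative to plate controls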
Shn3 inh set2 = inhibitors of Schnurri-3 3'UTR reporter in osteoblasts | Clone20 osteoblast Shn3 3'UTR firefly luciferase, 24 h | inhibition, % at 12.5 µM | 360,000 compounds, 0.52% hits;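 active = mean inhibition of at least 75% with every replicate also reaching 75%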;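 note: 0% = median of neutral control wells and 100% = pilot-screen positive control compound; some compounds past the cut are filed as inactive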
HIF-2a inh = inhibitors of HIF-2a | 786-0 RCC cells HIF-2a reporter, luciferase luminescence, overnight | inhibition, % at 18.8 µM | 360,000 compounds, 0.72% hits;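 active = inhibition of the luminescence signal of 40% or more relative to plate controls, in a single-dose primary screen at 18.75 µM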
iPSC survival up = hiPSC single-cell survival enhancement | AID 602274 | 360,000 compounds, 0.044% hits | survival enhancement, % at 20 µM | ATPlite luminescence; 100% = ROCK inhibitor wells, 0% = DMSO; in the data active = survival enhancement above about 18%;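 note: cells exposed to compounds for 16 hours before the ATP read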
Peg3 prom inh = inhibitors of Peg3 promoter; inhibition, % at 20 µM; AID 588405; HeLa PEG-Prom luciferase reporter, luminescence, overnight; 360,000 compounds, 1.7% hits;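 active = inhibition of at least 50% at 20 µM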
* marks the source's active call; other numbers are inactive results; . = no result given. Only part of the results is shown; count on the stated rates, not on these rows.

cpd	Compound	MITF TRPM1 inh	NR2E3 ag-1	CF NFkB inh	KKLEB tox	NR2E3 ag-2	EBV LMP1 NFkB	C8 TRAIL sens	Shn3 inh set2	HIF-2a inh	iPSC survival up	Peg3 prom inh
1	Cc1ccc(Cn2c([N+](=O)[O-])cnc2C)cc1	12	4	-9	6	-17	5	2	18	6	-1.5	5
2	O=[N+]([O-])c1ccc(O)c2cccnc12	2	-5	8	5	8	0	2	12	11	0.6	3
3	O=C(Nc1ccc(S(=O)(=O)N2CCc3ccccc32)cc1)c1ccco1	3	0	0	4	-14	3	11	18	18	3.9	18
4	COc1ccccc1C1CCN(Cc2cccc3ccccc23)CC1	3	2	22	-15	-4	4	40	40	2	-0.4	19
5	CC(=O)N1CCOc2ccc(S(=O)(=O)N3CCC(C)CC3)cc21	9	0	-26	6	-12	1	3	-9	17	-0.7	4
6	CCN(CC(=O)Nc1ccccc1C(F)(F)F)C(=O)c1oc2c(Cl)cccc2c1C	5	-3	-25	12	-31	-7	-16	-5	-6	-0.3	24
7	Cc1c(NS(=O)(=O)c2cc(C(=O)O)ccc2Cl)c(=O)n(-c2ccccc2)n1C	-5	3	8	0	-7	-1	3	5	-10	0.4	-1
8	COc1ccc2oc(C(=O)N3CCCc4ccccc43)c(C)c2c1	-70	2	20	-15	-98	-13	9	-86	-266	0.1	-294

Following part.
cpd	Compound	MITF TRPM1 inh	NR2E3 ag-1	CF NFkB inh	KKLEB tox	NR2E3 ag-2	EBV LMP1 NFkB	C8 TRAIL sens	Shn3 inh set2	HIF-2a inh	iPSC survival up	Peg3 prom inh
9	CCOc1ccccc1NC(=O)COC(=O)C(CC(C)C)N1C(=O)C2CC=CCC2C1=O (configuration not stated)	5	-2	1	10	-16	-2	8	3	9	1.3	9
10	CC(C)Cc1csc(NC(=O)c2ccc(Cl)cc2)c1C(=O)O	-4	0	17	7	-54	-12	-4	-15	-246	-2.2	-160
11	Cc1c(Br)c([N+](=O)[O-])nn1C(C)C(=O)NCC1CCCO1 (configuration not stated)	6	3	-11	-1	-7	-5	-8	-14	12	-0.4	10
12	CN(CC(=O)N1CCc2ccccc21)S(=O)(=O)c1cccc2cccnc12	7	0	-4	-1	-12	0	-1	3	10	-2.4	3
13	O=C(COc1coc(CN2CCc3ccccc3C2)cc1=O)Nc1ccc(Cl)cc1	3	1	-5	-6	-13	-5	-14	1	4	-0.2	8
14	CCOC(=O)C1CCCN(C(=O)c2cn(C)c3ccc(S(=O)(=O)N(C)C)cc3c2=O)C1 (configuration not stated)	4	4	4	-1	19	0	-4	-19	12	-0.6	-3
15	CCn1c(CS(=O)Cc2ccc(Cl)cc2Cl)nnc1SCc1c(Cl)cccc1Cl (configuration not stated)	-9	2	-18	11	-11	7	-1	13	11	-2.3	19
16	Cc1nn(-c2ccccn2)c2c1C(=O)CC(C)(C)C2Br (configuration not stated)	14	0	7	-6	-4	-6	15	-2	14	-0.4	18

(list continues)
cpd	Compound	MITF TRPM1 inh	NR2E3 ag-1	CF NFkB inh	KKLEB tox	NR2E3 ag-2	EBV LMP1 NFkB	C8 TRAIL sens	Shn3 inh set2	HIF-2a inh	iPSC survival up	Peg3 prom inh
17	CCCCC[C@@H]1C=C(C(=O)O)[C@H](c2ccc(CC)cc2)N1S(=O)(=O)c1ccc(C)cc1	3	.	10	8	52	-5	-6	-3	6	0.6	0
18	O=C(CSC1=NC(=O)C(c2ccccc2)C(=O)N1)Nc1ccccc1Cl (configuration not stated)	2	1	12	-10	11	-8	-16	-6	13	-0.2	15
19	O=C(CS(=O)(=O)Cc1ccccc1)NCC1CCCO1 (configuration not stated)	5	-2	13	-13	-12	-2	1	26	10	-3.1	-2
20	CNC(=O)NC(=O)C(C)OC(=O)c1c2c(nc3ccccc13)/C(=C/c1cccs1)CC2 (configuration not stated)	-15	1	-16	6	-55	2	2	14	-183	-0.9	-70
21	COC(CNC(=O)C(=O)Nc1cc2c3c(c1)CCN3C(=O)CC2)OC	-13	2	-5	-1	-14	8	-20	-1	1	0.6	-23
22	O=C(O)COc1ccc(/C=N/NC(=O)/C(=C/C=C/c2ccccc2)NC(=O)c2ccccc2)cc1	0	-1	-4	1	4	-6	-14	9	5	0.4	2
23	CC(C)(C)NC(=O)Cn1nnc(-c2ccc(Cl)cc2)n1	0	2	-3	6	-11	-5	13	0	-15	0.0	2
24	O=C(OCc1ccccc1)C1=NNC2C(=O)N(Cc3ccccc3)C(=O)C12 (configuration not stated)	-4	6	-13	3	2	1	-11	-21	11	-0.8	-3

Carrying on:
cpd	Compound	MITF TRPM1 inh	NR2E3 ag-1	CF NFkB inh	KKLEB tox	NR2E3 ag-2	EBV LMP1 NFkB	C8 TRAIL sens	Shn3 inh set2	HIF-2a inh	iPSC survival up	Peg3 prom inh
25	O=C(CNC(=O)c1ccc(Br)o1)NCC1COc2ccccc2O1 (configuration not stated)	15	.	-4	-4	17	2	8	20	6	-0.4	15
26	O=C1C=C(c2ccc(F)c(Cl)c2)C[C@@H](c2ccc(F)cc2)C1	-12	-1	13	-1	-17	1	3	-5	-28	0.6	-18
27	O=C(NCCN1CCOCC1)c1cc([N+](=O)[O-])ccc1Cl	9	-3	-7	1	-9	6	-17	24	13	0.9	6
28	Cc1ccc(C)c(Nc2ccc3nonc3c2[N+](=O)[O-])c1	2	.	-6	5	-5	2	-15	4	13	-0.8	19
29	CC(=O)N1CCN(C(=O)CSc2ncnc3sc(C)c(C)c23)CC1	-6	.	-9	-1	-32	-10	3	-17	5	-1.8	-7
30	O=C(CSc1nnc(-c2cccnc2)n1-c1ccccc1)Nc1ccc2c(c1)OCO2	-1	4	-6	11	-10	2	12	6	0	-1.4	2
31	Cc1ccc(C(=O)OCC(=O)NCc2ccccc2)cc1S(=O)(=O)N1CCCCC1	6	4	-16	-20	-8	-10	-9	14	5	0.6	-8
32	CCOc1ccccc1CNC(=O)CCn1ccc2cc(S(=O)(=O)N3CCCCC3)ccc21	7	0	-2	-3	-38	-4	-14	30	7	0.5	18

Quoted at random: five entries already listed, in no set order.
cpd	Compound	MITF TRPM1 inh	NR2E3 ag-1	CF NFkB inh	KKLEB tox	NR2E3 ag-2	EBV LMP1 NFkB	C8 TRAIL sens	Shn3 inh set2	HIF-2a inh	iPSC survival up	Peg3 prom inh
30	O=C(CSc1nnc(-c2cccnc2)n1-c1ccccc1)Nc1ccc2c(c1)OCO2	-1	4	-6	11	-10	2	12	6	0	-1.4	2
29	CC(=O)N1CCN(C(=O)CSc2ncnc3sc(C)c(C)c23)CC1	-6	.	-9	-1	-32	-10	3	-17	5	-1.8	-7
32	CCOc1ccccc1CNC(=O)CCn1ccc2cc(S(=O)(=O)N3CCCCC3)ccc21	7	0	-2	-3	-38	-4	-14	30	7	0.5	18
28	Cc1ccc(C)c(Nc2ccc3nonc3c2[N+](=O)[O-])c1	2	.	-6	5	-5	2	-15	4	13	-0.8	19
31	Cc1ccc(C(=O)OCC(=O)NCc2ccccc2)cc1S(=O)(=O)N1CCCCC1	6	4	-16	-20	-8	-10	-9	14	5	0.6	-8

More structures
cpd	Compound	MITF TRPM1 inh	NR2E3 ag-1	CF NFkB inh	KKLEB tox	NR2E3 ag-2	EBV LMP1 NFkB	C8 TRAIL sens	Shn3 inh set2	HIF-2a inh	iPSC survival up	Peg3 prom inh
33	Cc1ccc(C(c2nnnn2C2CCCCC2)N(C)C2CCCCC2)cc1 (configuration not stated)	11	0	11	8	4	8	12	-2	-1	1.1	12
34	Cc1nc(Cl)sc1C(=O)Nc1ccccc1Cl	-5	0	-32	-3	-22	7	-5	-36	7	-0.3	0
35	O=C(Nc1ccccc1-c1ccccc1)c1ccc(=O)[nH]n1	-55	1	-24	5	-33	2	-3	-44	-220	0.3	-197
36	COCc1nc2ccccc2n1Cc1cccc(C)c1	2	3	-3	5	-15	-1	-16	-5	-5	4.9	4
37	CN(Cc1ccccc1)C(=O)c1ccc2c(c1)NC(=O)C(N1CCOCC1)S2 (configuration not stated)	2	.	8	8	15	-4	9	3	10	0.6	18
38	O=C(NCc1ccc2c(c1)OCO2)c1nc(Cn2cc(Br)cn2)no1	9	1	-2	7	-11	-3	-3	-2	12	-0.2	14
39	C=CCn1nc(-c2ccccc2)cc1C(=O)OCC	8	0	18	-2	-2	1	-7	-7	-6	-1.2	-10
40	COc1ccc(CNn2cnnc2)c(O)c1	3	3	-3	3	-15	0	4	10	16	-0.3	18

The list continues.
cpd	Compound	MITF TRPM1 inh	NR2E3 ag-1	CF NFkB inh	KKLEB tox	NR2E3 ag-2	EBV LMP1 NFkB	C8 TRAIL sens	Shn3 inh set2	HIF-2a inh	iPSC survival up	Peg3 prom inh
41	O=C(O)CCCCCNS(=O)(=O)c1cccc2nsnc12	-1	2	11	-4	-11	4	-10	-7	2	-4.0	13
42	Cc1cccn2c(=O)c(/C=C(\C#N)C(=O)NCc3ccco3)c(N3CCOCC3)nc12	.	-2	-18	15	9	.	6	6	23	-0.7	13
43	O=C(N/N=C/c1c[nH]c2ccccc12)C1CC1(c1ccccc1)c1ccccc1 (configuration not stated)	16	-1	-24	2	-2	-18	3	7	8	1.5	39
44	C[C@H](CO)N1C[C@H](C)[C@H](CN(C)C(=O)Nc2cccc3ccccc23)OCc2cnnn2CCCC1=O	.	.	5	4	2	-1	4	-31	5	-2.5	8
45	CC(C)Cn1c(=O)oc2ccccc21	-1	6	-7	8	13	-7	-6	-5	1	-0.7	-9
46	Cc1cc(NC(=O)CSc2nc3c(cc2C#N)CCCC3)no1	-66	-1	16	-22	-82	-30	17	-61	-198	-1.1	-190
47	CCOC(=O)CCNC(=O)N1CCCC(C(=O)c2ccc3c(c2)OCO3)C1 (configuration not stated)	0	5	-18	3	-8	-4	-4	9	16	1.2	15
48	O=C(NCc1ccccc1F)C1CC(=O)N(c2ccc3c(c2)OCCO3)C1 (configuration not stated)	-2	-1	-6	12	-8	0	14	2	-12	0.9	-13
49	CCOC(=O)c1ccc(NC(=O)Cn2c(C)nc3c(sc(=S)n3CC)c2=O)cc1	-7	-2	-13	1	2	3	2	12	13	0.1	10
50	CCc1c(C#N)c(SCCC(=O)Nc2ccc(OC)cc2)nc2c1C(=O)CC(C)(C)C2	7	7	16	2	5	-2	10	1	8	4.8	33

High-throughput results as filed in PubChem.
